Screening results (PubChem)
UTI89 phage lysis = inhibition of K1F phage lysis, E. coli UTI89, bacterial capsule biogenesis inhibitors, alamar blue (AID 488966); 0.02% of 340,000 active; E. coli UTI89 K1F phage lysis, alamar blue, 2 h; higher % means a stronger effect; inhibition, % at 100 µM; hits with a dose series show IC50 in µM;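 active means phage lysis inhibition, versus mean bacterial control, above a set limit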;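 further: capsule biogenesis inhibitors block K1F phage lysis so surviving cells raise fluorescence; higher fluorescence means more inhibition of phage lysis; actives were called in the ten point dose series up to 300 µM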
human PMI inhibitors = MPI inhibition at elevated mannose 6-phosphate – biochemical, fluorescence intensity, high mannose 6-phosphate, primary screen (AID 1220) | recombinant PMI enzyme, coupled fluorescence intensity; higher % means a stronger effect | inhibition, % at 20 µM, or IC50 in µM where a hit was titrated | 0.66% of 190,000 active
Siah-1 displacement = Siah-1 peptide-binding antagonists, primary screen, biochemical, fluorescence polarization, rhodamine-plectin, uHTS (AID 1817); Siah-1 / rhodamine-plectin peptide fluorescence polarization; higher % means a stronger effect; 0.02% of 290,000 active; displacement, % at 20 µM; hits with a dose series show IC50 in µM;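 active means displacement of at least 50% at 20 µM, with a fluorescence ratio check between 0.3 and a set limit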;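 further: plate controls were Siah plus tracer with DMSO for no effect and tracer alone without Siah for full effect; strong numbers were not always called active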
P. falciparum M1AAP = P. falciparum M1AAP inhibitors, biochemical, fluorogenic H-Leu-NHMec substrate, 1536-well (AID 1445); recombinant M1AAP, H-Leu-NHMec fluorogenic kinetic assay; higher % means a stronger effect; one-dose inhibition, % at 30 µM; IC50 in µM for titrated hits; 0.42% of 220,000 active;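 active means primary inhibition above the hit cutoff, then over 50% inhibition at one or more dose response concentrations, cut at about 23% in these data, passing the limit was not always enough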;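 further: plate controls were DMSO full reaction for no effect and no enzyme background for full effect; strong numbers were not always called active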
Hep lipid drop = hepatic lipid droplet formation modulation; inhibition, % at 6.5 µM; 0.4% of 240,000 active; AID 1656; AML12 mouse hepatocytes, oleate lipid droplets, BODIPY imaging;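 active means lipid droplet intensity inhibited by at least 50%, with more than 500 cells counted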
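Material – mouse AML12 hepatocyte cell line, fixed after treatment · Compound dosing – one dose, 6.5 µM compound · Times – compound with oleate, overnight · Measured by – Image-based BODIPY and DAPI two-channel analysis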
P. falciparum M17LAP = P. falciparum M17LAP inhibitors, primary screen, biochemical, fluorogenic H-Leu-NHMec substrate, 1536-well (AID 1619) | inhibition, % at 30 µM, or IC50 in µM where a hit was titrated | recombinant M17LAP, H-Leu-NHMec fluorogenic kinetic assay; higher % means a stronger effect | 0.38% of 220,000 active;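 active means compound inhibiting the enzyme by more than half at any dose during confirmatory dose-response retesting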;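 further: plate controls were full reaction with DMSO carrier for no effect and no enzyme background for full effect; strong numbers were not always called active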
XIAP displacement = small molecules displacing peptide from XIAP – biochemical, IAP family, fluorescence polarization (AID 1018); XIAP BIR domain, fluorescence polarization peptide displacement; higher % means a stronger effect; one-dose displacement, % at 20 µM; IC50 in µM for titrated hits; 0.007% of 200,000 active; in the data active means displacement above about 50%; further: a part of the inactive calls stands beside numbers as strong as those of hits
human PMI inhibition = MPI enzyme activity inhibition – biochemical, fluorescence intensity, coupled assay, primary screen (AID 1209); 0.42% of 190,000 active; one-dose inhibition, % at 20 µM; IC50 in µM for titrated hits; purified PMI enzyme, coupled fluorescence intensity; higher % means a stronger effect;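 further: plate controls were DMSO vehicle for no effect and wells lacking substrate for full effect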
TNAP activation fold = stimulation of alkaline phosphatase TNAP activity – biochemical, luminescent, no phosphate acceptor, uHTS, primary screen (AID 1001); purified TNAP, luminescent activation assay, no phosphate acceptor; higher activation fold means a stronger effect; activation fold at 20 µM, or EC50 in µM where a hit was titrated; 0.03% of 200,000 active; in the data active means activation fold from about 3, or a potency from the dose series; inactive means the rest, 99 in 100 with activation fold below about 1.6; further: many of its hits are not listed in these tables
Hep lipid drop cells 6.5 µM = also measured in Hep lipid drop; calls as there; cell count; measured here: cell count, cytotoxicity flag;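 cells counted across two imaged fields per well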
The depositor's hits bear a star; . = not tested or not shown; [ ] = another dose, or the depositor's remark. Unless noted, no stated cut-off is given here; in the data, active means inhibition above about 50%; inactive means the rest.

SMILES	UTI89 phage lysis	human PMI inhibitors	Siah-1 displacement	P. falciparum M1AAP	Hep lipid drop	Hep lipid drop cells 6.5 µM	P. falciparum M17LAP	XIAP displacement	human PMI inhibition	TNAP activation fold
CC(=O)Nc1cccc(NC(=O)c2sc3ncn(CC(=O)N4CCCCC4)c(=O)c3c2C)c1	0.4%	7.8%	-3.0%	14.6%	-16.2	473	15.5%	-7.7%	14.7%	1
Cc1ccc(C(=O)NC(=S)Nc2ccc(N3CCOCC3)cc2)cc1	0.5%	8.8%	-2.2%	8.8%	18.0	716	2.3%	12.6%	15.2%	1
Cc1nc(Nc2ccc(O)cc2)c2c3c(sc2n1)CCCC3	-2.5%[50 µM]	.	2.4%	7.8%	60.3*	684*	2.0%	.	.	.
C=C(C)COc1ccc2c(CC)cc(=O)oc2c1C	5.5%	6.8%	-1.7%	-1.4%	-39.3	699	-5.2%	-8.8%	4.1%	1.1
O=C1/C(=C\Nc2ccccc2)CCN1c1ncccn1	1.1%	5.9%	-5.4%	10.4%	-2.1	782	20.2%	-5.9%	10.7%	1
Cc1ccc(S(=O)(=O)Cc2cn3cccnc3n2)cc1	-0.1%	0.0%	-3.4%	4.8%	.	.	-103.0%	-5.7%	0.2%	1.1
COc1ccc(N(C)S(=O)(=O)c2cccc(C(=O)OCC(=O)Nc3sc4c(c3C#N)CCCCC4)c2)cc1	4.7%	8.2%	9.6%	11.3%	-9.5	552	2.6%	-7.4%	17.6%	1.1
COc1ccc(-c2c3c(nc4sc5c(=O)[nH]c(C)nc5c24)CCC3)cc1	0.5%	15.4%	-0.4%	6.5%	2.9	746	-12.6%	-11.5%	23.5%	1
O=C(NCCCn1ccnc1)c1csc2ccccc12	4.5%	-5.7%	1.0%	3.3%	-8.7	710	-1.4%	-6.5%	6.0%	1.1
c1ccc(-c2ccc(-n3ccnc3)cc2)cc1	2.2%	-1.8%	1.8%	-1.2%	.	.	1.2%	-3.7%	-2.6%	1.2

Reprinted from the part before: 5 compounds; new compounds follow.
SMILES	UTI89 phage lysis	human PMI inhibitors	Siah-1 displacement	P. falciparum M1AAP	Hep lipid drop	Hep lipid drop cells 6.5 µM	P. falciparum M17LAP	XIAP displacement	human PMI inhibition	TNAP activation fold
Cc1ccc(S(=O)(=O)Cc2cn3cccnc3n2)cc1	-0.1%	0.0%	-3.4%	4.8%	.	.	-103.0%	-5.7%	0.2%	1.1
COc1ccc(N(C)S(=O)(=O)c2cccc(C(=O)OCC(=O)Nc3sc4c(c3C#N)CCCCC4)c2)cc1	4.7%	8.2%	9.6%	11.3%	-9.5	552	2.6%	-7.4%	17.6%	1.1
COc1ccc(-c2c3c(nc4sc5c(=O)[nH]c(C)nc5c24)CCC3)cc1	0.5%	15.4%	-0.4%	6.5%	2.9	746	-12.6%	-11.5%	23.5%	1
O=C(NCCCn1ccnc1)c1csc2ccccc12	4.5%	-5.7%	1.0%	3.3%	-8.7	710	-1.4%	-6.5%	6.0%	1.1
c1ccc(-c2ccc(-n3ccnc3)cc2)cc1	2.2%	-1.8%	1.8%	-1.2%	.	.	1.2%	-3.7%	-2.6%	1.2
COC(=O)c1c(N)c(C#N)c(C)n1-c1ccccc1	0.1%	-2.4%	-3.4%	-5.8%	.	.	11.9%	-4.3%	1.1%	1
Cc1cccc(C2(c3cccc(C)c3)CC2C(=O)Nc2ccc([N+](=O)[O-])cc2O)c1 (stereo not given)	-1.2%[50 µM]	19.8%	1.7%	5.6%	-24.3	678	6.9%	-8.6%	21.8%	1
S=C1NC2(CCCCC2)NN1c1ccccc1	0.1%	-190.0%	8.2%	3.7%	2.0	709	-1.4%	-5.1%	-76.2%	1.1
O=C(CNC(=O)c1ccco1)NCC(=O)OCc1ccc(C(=O)Oc2ccc(Cl)cc2)cc1	-0.2%	0.8%	0.1%	2.2%	.	.	3.3%	-4.7%	-4.0%	1
COC(=O)c1sc(NC(=S)NC(=O)c2ccc(C)cc2)nc1C	0.7%	.	-3.3%	-3.7%	-11.0	718	-2.5%	.	.	.
Cc1cc(-c2cccs2)c2c(N)c(C(=O)c3ccc4c(c3)OCO4)sc2n1	1.9%[50 µM]	14.1%	-2.0%	-0.4%	-20.4	476	-3.5%	-11.4%	1.4%	1.1
O=C(NNc1ccc([N+](=O)[O-])cc1)c1ccccc1Cl	0.5%	0.4%	-4.2%	8.0%	11.2	706	12.9%	3.3%	-10.2%	0.7
C/C(=N\N=C(/N)SC1CC(=O)N(c2ccc(Br)cc2)C1=O)c1cccs1 (stereo not given)	-1.1%	12.7%	3.0%	8.4%	.	.	-18.6%	-4.1%	12.6%	1.1
CNC(=O)C1CCC(=O)N1Cc1ccccc1Cl (stereo not given)	6.0%	0.6%	-2.1%	-4.2%	1.9	783	10.3%	-25.3%	3.8%	1
CCOC(=O)C1=C(C)Nc2ncnn2C1/C=C/c1ccccc1 (stereo not given)	-1.0%	12.2%	-3.8%	1.3%	7.6	740	10.7%	0.6%	17.4%	1
C[C@@H](O)[C@@H]1NC(=O)c2cc([N+](=O)[O-])cc(I)c2NCC[C@@H](C(N)=O)NC(=O)CNC1=O	.	5.7%	2.3%	4.2%	11.5	747	15.1%	-5.3%	5.4%	1
CC1CC(Nc2ccccc2)=NC1(C)C (stereo not given)	1.7%[50 µM]	-5.0%	-6.8%	7.0%	0.5	717	21.6%	-6.4%	-1.4%	1.1
O=C(CN1CCOCC1)N1CCN(c2ccc3ccccc3n2)CC1	.	-10.6%	2.8%	3.7%	-14.8	707	5.4%	-1.5%	-8.4%	1.1
CC(=O)Nc1cc(OC(C)=O)c2nonc2c1OC(C)=O	-0.7%	78.3%*	19.7%	.	.	.	.	-3.5%	83.9%*	1
CC1CCCN(C(=O)CN2CCN(C(=O)c3ccco3)CC2)C1 (stereo not given)	-2.2%	-0.8%	1.1%	-3.3%	-6.4	681	-3.8%	-3.9%	4.1%	1.1
NC(=S)Nn1c(-c2ccccc2)nc2ccccc2c1=O	-0.9%[50 µM]	-4.7%	-3.4%	6.2%	-4.5	648	-7.3%	-17.6%	-7.2%	1.1
O=C(CSc1nnc(-c2ccc(Cl)cc2)n1Cc1ccco1)NCc1ccc2c(c1)OCO2	-0.5%	-11.2%	6.2%	3.9%	-20.6	733	7.8%	-2.0%	6.7%	1.1
COc1ccccc1N1CCN(C(=O)C(=O)N/N=C/c2cccc(O)c2)CC1	-1.5%	10.9%	2.4%	-3.0%	.	.	1.4%	-9.4%	15.2%	1.1
COc1ccc(-n2ccnc2SCC(=O)NC2CCCC2)c(OC)c1	0.5%	-5.6%	8.1%	-2.3%	-20.3	616	7.6%	-0.8%	-3.3%	1.1
COC(=O)c1cc(OC)c(OC)cc1NC(=O)Nc1ccc(OC)cc1	1.2%	-6.2%	0.2%	-1.3%	8.9	749	9.5%	-5.8%	-2.8%	1.2
CCNC(=S)N1CCN(CCN2C(=O)c3cccc4cccc(c34)C2=O)CC1	0.1%	-9.5%	-3.1%	5.6%	-6.8	658	2.5%	-2.3%	-3.6%	1
Cc1cc([N+](=O)[O-])nn1CC(=O)Nc1ccc(Cc2ccncc2)cc1	0.1%	7.7%	23.0%	-2.5%	.	.	0.9%	-0.2%	4.3%	1.1
O=C(/C(=C\c1ccccc1)c1nc2ccccc2[nH]1)c1ccc(Cl)cc1	-1.4%	-1.6%	10.1%	7.9%	-39.9	646	-3.7%	1.3%	6.0%	1.1
COc1ccc(O)c(C(=O)CC(=O)c2ccc(F)cc2)c1	-0.4%	-7.1%	-2.1%	-1.8%	9.2	811	-13.2%	-1.8%	-2.8%	1.1
O=C(Nc1ccc(Cl)c(S(=O)(=O)N2CCOCC2)c1)c1ccccn1	-0.1%	14.9%	-3.5%	0.0%	2.8	674	5.8%	-7.0%	4.7%	1
CC(C)Cc1nc2sc3c(=O)n(N)cnc3c2c2c1COC(C)(C)C2	0.6%	3.2%	3.5%	0.2%	16.4	712	-4.7%	-1.6%	9.8%	1
CS(=O)(=O)Nc1ccc(C2=NN(C(=O)C3CCCCC3)C(c3cccs3)C2)cc1 (stereo not given)	-1.3%[50 µM]	10.1%	4.3%	7.2%	-8.0	595	-15.4%	-3.4%	13.9%	1
CCOC(=O)C(C)Sc1ncc(OC)c(=O)[nH]1 (stereo not given)	2.2%	8.8%	-0.5%	0.6%	-8.8	697	7.7%	0.1%	11.1%	1.1
CC[C@H](C)/C=C(C)/C=C/C(=O)Cc1cc(O)c(C)c(O)c1C=O	2.5%	.	4.4%	7.3%	-1.4	755	-0.9%	.	.	.
CCCCC(CC)C(=O)N1CCN(C(=O)c2ccco2)CC1 (stereo not given)	1.1%	13.2%	0.5%	-0.8%	0.1	710	19.1%	-0.8%	11.0%	1

Copied from the list.
COC(=O)c1sc(NC(=S)NC(=O)c2ccc(C)cc2)nc1C in UTI89 phage lysis is entered as 0.7%
O=C(/C(=C\c1ccccc1)c1nc2ccccc2[nH]1)c1ccc(Cl)cc1 in P. falciparum M1AAP is entered as 7.9%
NC(=S)Nn1c(-c2ccccc2)nc2ccccc2c1=O in Hep lipid drop cells 6.5 µM is entered as 648

Continued:
SMILES	UTI89 phage lysis	human PMI inhibitors	Siah-1 displacement	P. falciparum M1AAP	Hep lipid drop	Hep lipid drop cells 6.5 µM	P. falciparum M17LAP	XIAP displacement	human PMI inhibition	TNAP activation fold
O=C(c1ccc(Cl)s1)N1CCOCC1	6.2%	0.5%	-2.6%	4.8%	33.0	718	-6.8%	-2.8%	1.0%	1.1
CC(C)(C)NC(=O)COc1ccc(CNCc2cccs2)cc1	6.2%	-7.7%	2.6%	6.6%	.	.	-13.0%	-3.1%	-6.9%	1.1
COc1cccc(C2=NN(S(C)(=O)=O)C(c3cccs3)C2)c1 (stereo not given)	-0.2%	-2.5%	-1.1%	1.9%	-7.6	711	-7.8%	-4.8%	0.5%	1.1
Cc1nnc(NC(=O)C2CCN(S(=O)(=O)c3ccc(Cl)cc3)CC2)s1	0.2%	-4.4%	1.9%	4.4%	0.7	654	6.0%	-7.2%	-10.2%	1
Cc1csc(SCCn2c(N3CCN(c4ccccc4)CC3)nc3c2c(=O)[nH]c(=O)n3C)n1	0.0%	-4.8%	-4.6%	4.1%	.	.	1.7%	1.0%	-1.3%	1.1
Cn1c(NCCCO)nc2ccccc21	0.0%	7.3%	-3.4%	0.1%	-56.3	780	10.8%	-3.8%	6.1%	1
c1ccc(N2CCN(c3ncnc4sc5c(c34)CCC5)CC2)cc1	4.3%	10.6%	-1.7%	10.3%	-38.6	715	12.5%	-0.8%	10.7%	1.2
Oc1ccccc1N=Cc1sc2ccccc2c1Cl	1.2%	56.6%*	45.3%	9.3%	-4.7	540	2.0%	-3.9%	31.5%	0.9
